APOBEC3G inh = blocks human APOBEC3G single-stranded DNA deamination | recombinant A3G, ssDNA deamination FAM/TAMRA fluorescence | AID 493012 | hit rate 0.28% among 330,000 | Q9HC16 | inhibition, % at 20 µM;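 active = inhibition of at least 40% at 20 µM, with no more than 30% in the related APOBEC3A deaminase screen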;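 also: plate controls were DMSO wells with A3G for no effect and wells lacking A3G enzyme for full effect; some compounds called inactive have numbers as strong as hits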
Target sequence (Q9HC16 whole entry, looked up): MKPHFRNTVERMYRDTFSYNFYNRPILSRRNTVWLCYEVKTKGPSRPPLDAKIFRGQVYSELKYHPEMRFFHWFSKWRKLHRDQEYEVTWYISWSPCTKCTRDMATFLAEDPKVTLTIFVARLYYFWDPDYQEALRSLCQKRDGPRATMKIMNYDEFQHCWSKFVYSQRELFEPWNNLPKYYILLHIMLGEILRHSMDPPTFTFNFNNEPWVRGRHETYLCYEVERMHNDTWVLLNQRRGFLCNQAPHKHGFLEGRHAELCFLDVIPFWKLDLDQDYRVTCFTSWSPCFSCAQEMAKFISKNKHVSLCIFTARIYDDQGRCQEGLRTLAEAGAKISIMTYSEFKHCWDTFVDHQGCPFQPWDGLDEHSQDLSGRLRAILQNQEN
mIAP block = mouse IAP inhibition; inhibition, % at 10 µM; hit rate 0.2% among 330,000; purified mouse IAP, CDP-Star luminescence, 30 min;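 active = inhibition of at least 40% at 10 µM in the primary screen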;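 also: plate controls were DMSO with enzyme for no effect and no enzyme wells for full effect; values of inactives mirror those of a sister screen read the other way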
beta cell repl = MIN6 beta-cell proliferation induction; MIN6 cells proliferation, ATPlite luminescence, 48 h; cells starved in 0.2% serum; 100% = growth in 10% serum; proliferation, % at 10 µM; hit rate 0.29% among 330,000;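 active = compounds whose signal lies at least 3.5 SD above the mean of all wells on their plate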;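 also: 0% = DMSO-treated cells in low-serum medium and 100% = 10% serum control; some compounds called inactive have numbers as strong as hits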
ATG4B inhibitor = inhibitors of human ATG4B cysteine protease; inhibition, % at 8.33 µM; ATG4B cleavage of LC3-PLA2, NBD-HPC fluorescence, 1 h; hit rate 0.51% among 340,000; AID 504462; Q9Y4P1; in the data active = inhibition above about 40%
Target sequence (Q9Y4P1 whole entry, looked up): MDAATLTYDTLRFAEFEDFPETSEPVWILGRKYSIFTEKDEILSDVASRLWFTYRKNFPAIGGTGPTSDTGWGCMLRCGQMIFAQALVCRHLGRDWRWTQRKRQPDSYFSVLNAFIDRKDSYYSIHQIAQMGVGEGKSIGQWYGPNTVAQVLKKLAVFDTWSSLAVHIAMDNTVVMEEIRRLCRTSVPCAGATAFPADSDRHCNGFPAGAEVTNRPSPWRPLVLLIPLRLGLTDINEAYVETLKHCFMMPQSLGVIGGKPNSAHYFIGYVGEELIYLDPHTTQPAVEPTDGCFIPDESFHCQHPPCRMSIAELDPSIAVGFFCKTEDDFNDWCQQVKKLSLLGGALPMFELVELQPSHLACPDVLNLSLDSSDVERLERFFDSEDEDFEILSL
hIAP activ = human IAP activation | activation factor at 10 µM | P09923 | hit rate 0.16% among 330,000 | AID 2524 | purified human IAP, CDP-Star luminescence, 30 min; stronger effect = higher value; 1 = vehicle-only enzyme, 0 = enzyme-free background;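 active = activation factor of the enzyme at least 2-fold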; also: the source names both 10 and 20 µM as test concentration; values of inactives mirror those of a sister screen read the other way
mIAP act = mouse IAP activation | muIAP, CDP-Star luminescence, 30 min; stronger effect = higher value; 1 = vehicle-only enzyme signal, 0 = enzyme-free wells | activation factor at 10 µM | hit rate 0.24% among 330,000;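 active = activation factor of at least 2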; also: the source names both 10 and 20 µM as test concentration; values of inactives mirror those of a sister screen read the other way
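System: Mouse IAP enzyme | Also added: CDP-Star substrate | Dosing: Compounds dispensed in DMSO | Schedule: 30 min enzyme-substrate-compound incubation at room temperature | Technique: Chemiluminescence readout | Control set: DMSO-only wells and no-enzyme negative control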
hIAP block = blocks human intestinal alkaline phosphatase | hit rate 0.12% among 330,000 | inhibition, % at 10 µM | purified IAP, CDP-Star luminescence, 30 min | P09923;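 active = inhibition reaching a set limit with compound at 10 µM in the primary screen, cut at about 35% in these data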;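 also: plate controls were DMSO wells with enzyme for no effect and no-enzyme buffer wells for full effect; values of inactives mirror those of a sister screen read the other way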
MPTP block = permeability transition pore inhibition; isolated mouse mitochondria, Ca2+ swelling absorbance, 30 min; inhibition, % at 10 µM; hit rate 1.4% among 360,000;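 active = inhibition of 50% or more, scaled per plate between neutral and stimulator controls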;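 also: 0% = DMSO wells given calcium and 100% = 1 mM EGTA wells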
APOBEC3A inh = blocks human APOBEC3A ssDNA deamination. AID 493011. hit rate 0.41% among 330,000. recombinant A3A, FAM/TAMRA ssDNA deamination fluorescence. inhibition, % at 20 µM. P31941;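 active = at least 40% inhibition at 20 µM here, with at most 30% in a related deaminase screen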;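 also: plate controls were A3A with DMSO for no effect and wells lacking A3A enzyme for full effect; some results filed as inactive read as strong as hits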
Target sequence (P31941 whole entry, looked up): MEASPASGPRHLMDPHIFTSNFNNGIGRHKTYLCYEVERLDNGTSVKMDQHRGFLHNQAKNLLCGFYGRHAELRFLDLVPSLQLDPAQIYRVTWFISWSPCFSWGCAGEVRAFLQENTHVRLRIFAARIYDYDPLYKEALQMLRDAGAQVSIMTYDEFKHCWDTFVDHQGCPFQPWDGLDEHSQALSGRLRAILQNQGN
Numbers without * were called inactive; . = no result given.

SMILES	beta cell repl	mIAP act	APOBEC3A inh	hIAP activ	ATG4B inhibitor	hIAP block	APOBEC3G inh	mIAP block	MPTP block
CCC(N=c1cc(-c2ccc(OC)c(OC)c2)oc2ccc(C)cc12)C(=O)O (configuration not stated)	-2	1.1	4	1	0	-1	0	-8	-5.6
O=C(C1=C[C@@H](C2CC2)C[C@@H](OCc2ccc(CO)cc2)O1)N1CCN(Cc2ccc3c(c2)OCO3)CC1	-1	0.95	-2	0.97	-12	2	-1	5	-1.1
COc1ccc(S(=O)(=O)n2cccc2)cc1OC	-3	0.96	0	1.1	-7	-11	-7	4	1.2
CCOc1ccc(C(C(=O)NCC2CCCO2)N(Cc2cccs2)C(=O)c2snc(C(N)=O)c2N)cc1 (configuration not stated)	1	0.95	-4	0.91	-1	9	-9	5	-1.4
CC(=O)NCN1CCN(CNC(C)=O)CC1	-2	1.1	2	0.94	-3	6	-1	-6	0.0
CCOC(=O)[C@@H]1[C@H]2COc3cc(OC)ccc3[C@H]2N2C(=O)N(c3cccc(Cl)c3)C(=O)[C@@]12C	-5	1	0	0.95	-3	5	-4	-1	1.0
Cc1nc(C)c(C(=O)Nc2cccc(C)c2C)s1	-4	1.1	6	0.91	-3	9	-6	-6	-0.6
O=S(=O)(c1ccccc1)c1nc(-c2ccc(F)cc2)oc1NCC1CCCO1 (configuration not stated)	1	0.99	0	1	-18	0	-6	1	-0.7
CN(C1CCCC1)C1CCN(C(=O)CNC(=O)/C=C/c2ccccc2)CC1	0	1.1	-2	0.91	-11	9	-4	-10	-0.3
Cc1oc2c(c(=O)c1C)C(=O)CC(c1ccccc1)C2 (configuration not stated)	-2	0.93	-3	1	6	-2	-3	7	0.6
Cc1c(NC(=O)c2cccc(S(=O)(=O)N3CCOCC3)c2)c(=O)n(-c2ccccc2)n1C	1	1	6	1.1	12	-13	9	-3	0.5
Cc1cccc(C2=NN(c3ccc(Br)cc3)[C@@H](C(=O)N3CCOC3=O)[C@@H]2c2ccccc2)c1	.	1	2	.	-4	.	2	-3	0.2
O=C(CN1CCN(CC(=O)Nc2ccccc2Cl)CC1)NCC1(N2CCCCC2)CCCCC1	-4	1	0	0.92	1	8	-8	-2	0.1
COc1cccc(C2=NOC(C(=O)N3CCOCC3)C2)c1 (configuration not stated)	-1	1.2	-9	1.2	3	-16	-4	-16	-2.4
Cc1cccc(C)c1NC(=O)C1=C(O)c2sccc2N(C)S1(=O)=O	-1	1	-2	0.95	0	5	-7	0	-0.7
COc1ccc(OC)c(N2C(=O)[C@@H]3C(c4ccccc4Cl)=NO[C@@H]3C2=O)c1	1	0.98	95	0.9	-7	10	74	2	0.4
O=C(NCCc1ccccc1)C1CCC(=O)N1C1CCCC1 (configuration not stated)	-1	0.97	4	1	-1	-2	-1	2	0.1
CCOC(=O)c1c(C)[nH]c(C(=O)CN2C(=O)NC(CC)(c3ccccc3)C2=O)c1C (configuration not stated)	1	1.1	-2	1	-13	-3	-4	-9	1.2
CC(C)[C@H](NS(=O)(=O)c1ccccc1)C(=O)OCC(=O)NC1CCCCC1	-1	0.93	3	1.1	5	-14	-1	7	0.0
CC(Sc1nnc(-c2cccnc2)n1N)C(=O)Nc1ccc2c(c1)OCCO2 (configuration not stated)	-2	1.1	0	0.96	-1	4	-4	-13	-0.6

The closing 2 compounds of the section before come first, to join the parts:
SMILES	beta cell repl	mIAP act	APOBEC3A inh	hIAP activ	ATG4B inhibitor	hIAP block	APOBEC3G inh	mIAP block	MPTP block
CC(C)[C@H](NS(=O)(=O)c1ccccc1)C(=O)OCC(=O)NC1CCCCC1	-1	0.93	3	1.1	5	-14	-1	7	0.0
CC(Sc1nnc(-c2cccnc2)n1N)C(=O)Nc1ccc2c(c1)OCCO2 (configuration not stated)	-2	1.1	0	0.96	-1	4	-4	-13	-0.6
Cc1cc(C)c(S(=O)(=O)N2CCOC2CNC(=O)C(=O)NCc2ccco2)c(C)c1 (configuration not stated)	-1	0.99	2	1.1	-6	-8	6	1	-2.3
N#CC1(c2ccccc2)CCC(=NO)CC1 (configuration not stated)	-2	1.1	-6	0.85	1	15	-9	-5	3.8
COc1cc2c(cc1/C=C1/NC(=O)N(CC(=O)Nc3ccccc3)C1=O)OCO2	-2	0.98	1	1.1	8	-12	3	2	-1.3
O=C(/C(=C/c1ccccc1)c1ccccc1)N1CCCCC1	-2	0.9	0	1	-6	-4	-2	10	0.3
C=CCn1c(SCC(=O)NC2(C)CCS(=O)(=O)C2)nc2ccccc21 (configuration not stated)	-1	1.2	-1	0.89	-10	11	-5	-16	-0.7
CCN(C(=O)C(=O)c1c[nH]c2ccccc12)c1ccccc1	-3	0.98	-5	1.1	-10	-9	1	2	-0.1
CCCn1c(SCC(=O)Nc2ccc(C)c(S(=O)(=O)N3CCOCC3)c2)n[nH]c1=O	0	1	2	0.99	4	1	-8	-3	0.7
Cc1cc(Nc2ccc(F)cc2C)n2nc(C)nc2n1	-4	0.99	-2	0.92	2	8	-7	1	-1.0
Cc1ccc(C)c(NC(=O)Cn2nc([N+](=O)[O-])c(Br)c2C)c1	1	1	0	1	5	-1	-2	-4	4.5
CCOc1ccc2nc(NC(=O)CN3CCC(n4nnc5cc(C(F)(F)F)ccc54)CC3)sc2c1	-3	0.94	-3	1.1	-20	-14	-3	6	-8.8
COc1ccccc1NS(=O)(=O)c1ccc(OC)c(OC)c1	0	1	7	1	-4	-2	2	-4	0.5
COc1ccccc1N1CCN(C/C=C/c2ccc(N(C)C)cc2)CC1	-5	1	4	0.97	.	3	-1	0	.
O=C(CSc1nc(-c2ccccc2)nc2ccccc12)Nc1cccc(C(=O)O)c1	1	0.94	5	1	18	-4	1	6	-1.2
CCOc1ccccc1N1CCN(C(=O)CN2C(=O)NC3(CCCC3)C2=O)CC1	-1	1	-1	1.1	6	-8	5	-3	-0.3
COc1cccc(C(=O)Nc2cc(C)c3c(=O)oc4ccccc4c3n2)c1	4	0.88	-4	0.92	-4	8	-6	12	-0.3
CC(=O)C1=C(S(=O)(=O)c2ccc(C)cc2)CS(=O)(=O)C1	-1	1	2	0.94	6	6	61*	-1	0.6
Cc1cccc(C(=O)N2CCCC(Nc3ccc(F)c(F)c3)C2)n1 (configuration not stated)	-1	0.94	9	0.8	23	20	-7	6	0.2
Cn1c(-c2ccc(F)cc2)cnc1NCc1ccc(C#N)cc1	1	0.97	-3	0.86	-3	14	-4	3	-1.0
COc1ccccc1NC(=S)N(Cc1cccnc1)Cc1ccccc1Cl	-2	0.99	-2	1	-7	-3	-13	1	1.9
CC(NO)C(C)(C)NO (configuration not stated)	-2	1.1	-2	1.1	2	-6	-3	-11	-0.2
C/C(O)=C(/C=NCC(=O)O)C(=O)Nc1nccs1	0	1	-3	0.93	3	7	-5	-1	-0.7
CS(=O)(=O)N1CCN(c2c(Cl)cccc2[N+](=O)[O-])CC1	4	1.1	5	0.97	12	3	9	-6	0.5
CC(C)COC(=O)Nc1nnc(Cc2ccccc2)s1	1	1	0	0.92	11	8	-2	0	-0.6
CC(=O)COc1ccc2c3c(c(=O)oc2c1)CCCC3	0	0.98	-3	0.91	-4	9	-8	2	-1.9
CC(NC(=O)CSc1nc2ccc(N)cc2s1)c1ccccc1 (configuration not stated)	1	1	0	0.89	2	11	-1	-1	0.1
Cn1ccnc1SCC(=O)c1cccc(Br)c1	-2	0.89	-3	1.1	14	-10	-5	12	0.4
Cc1ccccc1NC(=O)c1ccc(F)c(S(=O)(=O)N2CCN(c3ccccn3)CC2)c1	-1	0.96	2	0.89	6	11	-4	4	6.8
CC1(c2ccccc2Cl)NC(=O)N(CC(=O)N2CCc3ccccc32)C1=O (configuration not stated)	-1	1.1	1	0.96	0	4	-3	-6	0.3
NC(=S)N/N=C/c1ccc2cccc(OCc3ccccc3)c2n1	-6	0.87	-6	0.89	-4	11	-10	13	0.1
C=CCn1c(=O)c2ccccc2n2c(Sc3nnnn3-c3ccccc3)nnc12	3	1	0	1	0	-4	1	-5	-0.7
Cn1c(SCc2ccc(F)cc2)nnc1-c1cnccn1	3	1	-4	0.98	0	2	-2	-5	0.0
Cn1c2ccccc2c2cc(/C=N/NC(=O)c3ccc(N)cc3)ccc21	-2	1.3	-1	1.1	-38	-10	-5	-29	-0.1
O=C(CSc1ccccn1)N1CCc2ccccc21	-4	1	66*	0.94	-4	6	6	-1	0.1
O=C1CN(C(=O)CSc2nc3cc(Cl)ccc3c(=O)n2Cc2ccccc2)c2ccccc2N1	-5	0.99	0	1.1	-1	-11	-5	1	3.8
O=S(=O)(c1ccc(Cl)cc1)N1CCN(CCc2ccccc2)CC1	-1	1.1	6	0.96	1	4	-3	-5	0.7
CCN(c1ccc(NC(=O)CSCc2c(C)noc2C)cc1)C(C)C	1	1	0	0.88	-6	12	5	-4	-1.5
Cc1ccc(S(=O)(=O)CC(=O)Nc2c(C)n(C)n(-c3ccccc3)c2=O)cc1	0	1	6	0.96	-9	4	-10	-1	-1.9
COc1ccc(C(C(=O)NC2CCCCC2)N(Cc2cccs2)C(=O)Cc2c[nH]c3ccccc23)cc1OC (configuration not stated)	-4	1.1	3	1.1	2	-5	-1	-10	7.6
Cn1c(=O)cc(SCC(=O)N2CCCC2)c2ccc(Cl)cc21	2	0.95	0	1	3	-3	-3	5	0.6
O=C(O)C1CCN(S(=O)(=O)N2CCOCC2)CC1	4	1.1	-5	0.97	2	3	-2	-10	-0.9
O=C(NCCN1CCOCC1)C1CCN(c2nc3ccccc3o2)CC1	-3	0.93	3	1	11	-1	-2	7	-0.7
COCCOC(=O)C1=C(C)NC(=O)NC1c1ccc(Cl)cc1 (configuration not stated)	1	1	-3	0.88	13	12	-7	-2	0.8
CCCCCC(=O)OCCc1c(C)nc2nc[nH]n2c1=O	-1	0.96	1	1.1	-1	-6	-1	4	0.2
C[C@H](CCC(=O)O)[C@H]1CC[C@H]2[C@@H]3C(=O)C[C@@H]4CC(=O)CC[C@]4(C)[C@H]3CC(=O)[C@]12C	-2	1	-5	0.84	1	16	3	-2	0.4
O=C(/C(=C(\O)c1ccccc1)c1ncc[nH]1)c1ccccc1	2	0.87	0	0.87	-4	13	-7	13	-0.5
CC(C)CCNC(=O)C1CCC(=O)N1CCc1ccccc1 (configuration not stated)	3	0.96	0	1.1	-6	-14	-4	4	-0.2
CCN1CCN(C(=S)NCCc2ccccc2)CC1	1	1	-3	1.1	1	-8	-10	-2	-2.4
O=C(Oc1ccc(-c2csnn2)cc1)C1CC1	-2	1	-4	1.1	0	-6	-8	-1	-0.2
CC(=O)c1cccc(NC2c3ccccc3C(=O)N2Cc2ccco2)c1 (configuration not stated)	-2	1.1	-2	1.2	-5	-17	-4	-9	1.4
CCOC(=O)c1c(-c2ccccc2)csc1NC(=O)CSc1nc(C)cc(C)n1	0	1.1	-1	0.67	-8	33	-1	-5	12
COc1ccc(C(C(=O)NC2CCCCC2)N(C(=O)CCCC(=O)Nc2ccccn2)c2ccc3c(c2)OCCO3)cc1 (configuration not stated)	-1	1	2	0.78	-7	22	-1	-2	-0.4

High-throughput results: PubChem, Sanford-Burnham Center for Chemical Genomics
